Source: PubChem BioAssay (several laboratories)
HIF-2a inh: inhibitors of HIF-2a. hit rate 0.72% among 360,000. 786-0 RCC cells HIF-2a reporter, luciferase luminescence, overnight. inhibition, % at 18.8 µM;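 active means inhibition of the luminescence signal of 40% or more relative to plate controls, in a single-dose primary screen at 18.75 µM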
iPSC survival up: increases survival of single human iPS cells | AID 602274 | survival enhancement, % at 20 µM | hiPSC single-cell survival, ATPlite luminescence; 100% = ROCK inhibitor wells, 0% = DMSO | hit rate 0.044% among 360,000; in the data active means survival enhancement above about 18%;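 further: cells exposed to compounds for 16 hours before the ATP read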
CF NFkB inh: inhibitors of cystic fibrosis induced NF-kB; inhibition, % at 5 µM; hit rate 0.86% among 360,000; KKLEB NF-kB-GFP reporter, PAF-induced, GFP fluorescence overnight;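 active means at least 50% inhibition at 5 µM, scaled per plate between neutral and stimulator controls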;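 further: PAF is a Pseudomonas aeruginosa culture filtrate used as stimulus; plate controls were PAF-stimulated DMSO wells for no effect and unstimulated DMSO wells for full effect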
TRPM1 prom inh: inhibitors of MITF-driven TRPM1 promoter in melanoma cells. inhibition, % at 12.5 µM. hit rate 0.83% among 330,000. AID 488899. SK-MEL-5 TRPM1 promoter luciferase, 24 h;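 active means mean inhibition across replicates of 60% or more, whatever share of single replicates reaches that level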; further: values of inactives mirror those of a sister screen read the other way
TRAIL sens C8: caspase-8 TRAIL sensitization; NB7+C8 cells + TRAIL, ATPlite viability luminescence; inhibition (viability loss, TRAIL sensitization), % at 10 µM; hit rate 1% among 360,000; AID 624354;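 active means compounds causing at least 50% loss of cell viability in the single-dose screen, relative to plate controls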
KKLEB cytotox: counter-screen for CF NF-kB inhibitors: cytotoxicity. KKLEB CF airway cells viability, ATPlite luminescence, overnight; active compounds read low; cells stimulated with P. aeruginosa culture filtrate. activity change (cytotoxicity), % at 5 µM. hit rate 0.36% among 360,000;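 active means corrected activity change at or below -50% at 5 µM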
Peg3 promoter: reduces Peg3 promoter-driven luciferase expression in HeLa. HeLa PEG-Prom luciferase reporter, luminescence, overnight. inhibition, % at 20 µM. hit rate 1.7% among 360,000;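 active means inhibition of at least 50% at 20 µM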
NR2E3 ag-1: agonists of human NR2E3 nuclear receptor; Q9Y5X4; CHO-S Gal4-NCOR/VP16-NR2E3 two-hybrid, luciferase; inhibition of corepressor binding, % at 3.98 µM; hit rate 0.35% among 360,000; AID 602229;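 active means inhibition above the mean of all tested compounds plus 3 SD, cut at about 70% in these data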;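 further: 0% = DMSO with NR2E3 transfected cells and 100% = cells lacking NR2E3 construct; higher means lower luciferase signal from less NR2E3 corepressor binding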
Target sequence (Q9Y5X4 whole entry, looked up, the tested form may be a part): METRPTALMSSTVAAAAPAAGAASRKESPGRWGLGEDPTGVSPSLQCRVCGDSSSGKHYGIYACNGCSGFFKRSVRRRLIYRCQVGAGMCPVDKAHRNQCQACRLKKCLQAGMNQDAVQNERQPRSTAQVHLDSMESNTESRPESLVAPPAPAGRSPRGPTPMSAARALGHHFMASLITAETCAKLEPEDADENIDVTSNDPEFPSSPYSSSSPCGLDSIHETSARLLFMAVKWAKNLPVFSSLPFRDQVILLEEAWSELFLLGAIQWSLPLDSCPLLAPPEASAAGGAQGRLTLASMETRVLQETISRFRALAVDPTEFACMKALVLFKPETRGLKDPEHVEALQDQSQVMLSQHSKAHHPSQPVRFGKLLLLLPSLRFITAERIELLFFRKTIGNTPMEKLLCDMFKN
EBV LMP1 NFkB: reduces LMP1-driven NF-kappaB luciferase signal; AID 504558; LMP1-induced NF-kappaB luciferase reporter cells, luminescence; hit rate 0.69% among 350,000; inhibition, % at 12.5 µM; in the data active means inhibition above about 41%;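 further: 0% = neutral control wells and 100% = reference inhibitor control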
NR2E3 ag-2: activates human photoreceptor nuclear receptor NR2E3; Q9Y5X4; GST-NR2E3/biotin-RetCOR TR-FRET, 1536-well; inhibition of corepressor binding, % at 4.78 µM; hit rate 0.12% among 320,000; AID 2300;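 active means percent inhibition above the cutoff of mean plus 3 SD of all tested compounds, set per screening campaign, cut at about 20% in these data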;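 further: 0% = DMSO wells and 100% = biotin wells as full block of FRET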
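Material: NR2E3–RetCOR corepressor complex / Incubation: Compound–protein incubation for 5 h at 4 °C / Dosing: compound at 4.8 µM, single dose / Detection: time-resolved FRET / Benchmarks: high control biotin, low control 0.6% DMSO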
Shn3 3UTR inh: inhibitors of Schnurri-3 3'UTR reporter in osteoblasts | Clone20 osteoblast Shn3 3'UTR firefly luciferase, 24 h | hit rate 0.52% among 360,000 | AID 588674 | inhibition, % at 12.5 µM;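 active means mean inhibition of at least 75% with every replicate also reaching 75%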;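 further: 0% = median of neutral control wells and 100% = pilot-screen positive control compound; some compounds past the cut are filed as inactive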
Numbers without * were called inactive; / = no result given. A portion of the library. The share of hits here may be higher or lower than overall.

SMILES	HIF-2a inh	iPSC survival up	CF NFkB inh	TRPM1 prom inh	TRAIL sens C8	KKLEB cytotox	Peg3 promoter	NR2E3 ag-1	EBV LMP1 NFkB	NR2E3 ag-2	Shn3 3UTR inh
Nc1cccc(-c2cnc3ccccc3n2)c1	-166	-0.1	-10	-35	3	-10	-255	-114	8	1	-126
Cc1ccc(S(=O)c2ccc([N+](=O)[O-])c3nonc23)cc1 (configuration not stated)	0	-0.8	-10	/	3	-4	51*	-12	5	/	5
COc1ccccc1C1(O)CCN(CC(=O)Nc2nc(-c3ccccc3)cs2)CC1	-23	-0.7	-16	12	10	-8	10	-6	16	2	3
Cc1onc(-c2ccccc2)c1C(=O)NC(=S)Nc1sc2c(c1C#N)CCC(C)C2 (configuration not stated)	-49	1.7	-5	-16	8	10	-29	16	-5	2	6
O=c1[nH]c2ccccc2n1CCCN1CCCCC1	11	1.1	4	1	1	-4	0	16	-6	3	16
CCCN(CCC)CC(O)Cn1cc(/C=C/C(=O)c2ccccc2)c2ccccc21 (configuration not stated)	-6	-3.1	17	-33	3	-15	-7	-11	4	/	15
Cc1cccc(Oc2ccc3c(c2)cc(C(=O)O)n3C)c1	-11	-0.6	10	-8	-1	0	1	-14	3	-1	9
Cc1cccc(C)c1-n1c(C)nn(CC#N)c1=O	3	-0.6	3	-5	9	-4	-9	-15	6	-1	20
CC(C)OCCCNc1ncc2c(n1)CC(c1ccccc1)CC2=O (configuration not stated)	17	4.4	6	-1	-5	-6	16	-19	-2	0	7
COc1ccc(CC(=O)NCc2nnc(SCc3ccc(C)cc3)n2C)cc1	9	1.3	7	-1	-14	-31	7	2	-1	-1	9
CCN(CC)C(=O)Cn1c(=O)n(CC(=O)N2CCCCC2)c(=O)c2sccc21	4	-0.5	-12	-7	-19	9	-2	-1	2	-4	-6
COc1cc(/C=N/NC(=O)Cn2nc([N+](=O)[O-])cc2C)cc(Br)c1OCc1ccccc1	9	-0.4	-5	-6	16	4	12	-22	-9	0	21
Cc1ccc(-n2nc3ccc(NC(=S)NC(=O)/C=C/c4ccco4)cc3n2)cc1	-68	-2.4	-16	-3	13	4	-192	-160	-58	7	-26
CCOc1ccc(NC(=O)CSc2nc(C)c3c(c2C#N)CCCC3)cc1	21	5.0	4	7	-6	6	-1	10	10	2	9
Cc1ccc(S(=O)(=O)Oc2ccccc2/C=N/NC(N)=S)cc1	6	-1.6	10	33	23	-11	17	-54	5	0	20
Cn1c(=O)n(C)c2cc([N+](=O)[O-])c(N3CCN(S(=O)(=O)c4ccc(C(C)(C)C)cc4)CC3)cc21	-9	0.8	-6	-3	-7	12	-6	-17	0	1	85*
Cc1c(N2C(=O)CS/C2=N\N=C\c2ccc(Br)cc2)c(=O)n(-c2ccccc2)n1C	-1	-2.1	-19	18	-2	9	15	-11	0	1	-15
CCn1ccnc1CN(C)C(=O)c1ccc2nc(Cc3ccc(OC)cc3)oc2c1	-6	2.1	0	-12	-8	4	-14	-18	2	-2	3
CC(OC(=O)CCCN=C1NS(=O)(=O)c2ccccc21)C(=O)Nc1ccc(F)c(F)c1F (configuration not stated)	11	0.2	-33	13	9	6	6	21	-2	1	-1
NC(=O)C(c1ccc(Cl)cc1)c1ccc(Sc2ccc(Cl)cc2)nn1 (configuration not stated)	1	-2.1	3	9	-2	-6	25	65	10	6	32
Cc1ccc(NC(=O)ON=C2CCCC2)cc1	-130	-0.2	5	-92	8	-17	-287	-29	-20	-2	-63
CCn1c(CC(=O)Nc2ccc(C)cc2)nnc1SCC(=O)NCCc1ccccc1	-1	-0.1	-14	-3	-10	-6	20	16	2	0	8
Cc1oc(-c2ccc3c(c2)OCCO3)cc1C(=O)NC(Cc1ccccc1)C(=O)O (configuration not stated)	-54	-0.4	-8	7	3	-6	-24	-92	10	-1	-37
NC1=NC(=O)S/C1=C\c1ccc(O)cc1	12	-0.6	-5	6	-6	10	-6	2	-1	-2	5
CC(C)(C)c1ccc(CN(Cc2ccco2)Cc2nnnn2C2CCCC2)cc1	18	2.1	16	3	15	4	14	21	3	-1	-11
O=c1[nH]c(SCc2cccc(Cl)c2)nc2[nH]ncc12	-5	0.4	18	-13	-7	-49	-32	17	2	-1	9
COc1cc([N+](=O)[O-])ccc1NC(=O)Nc1cccnc1	-5	-0.6	-60	-3	-1	-1	-8	-10	-1	-1	-5
Cc1ccc(C(=O)OCC(=O)NC2CCCCCC2)c(C)c1	-46	-0.4	-16	-6	5	-4	-41	-18	-13	/	1
Cc1c(C(=O)Nc2ccc(Cl)cc2)c2ccccn2c1C(=O)c1ccc(F)cc1	-5	-3.4	1	-9	-8	0	-2	-30	-3	0	1
CCN(CC)C(=O)c1cc(Cl)ccn1	10	-0.7	-14	1	-8	0	14	-41	1	0	6
CC(Cl)C(=O)Nc1cc(C(F)(F)F)ccc1N1CCOCC1 (configuration not stated)	10	-0.5	-8	-12	-43	-10	16	13	5	-3	1
COc1ccc(CC(C(=O)Nc2ccc(OC)cc2)c2nn[nH]n2)cc1 (configuration not stated)	17	0.7	-24	-9	-1	5	11	-38	4	0	4
Cc1[nH]c(=O)[nH]c(=O)c1/C=N/NC(=O)[C@H](CC(C)C)NC(=O)OC(C)(C)C	-101	-3.0	0	-8	4	-4	-131	11	2	-2	-3
COc1cccc(/C=C/C(=O)OCC(=O)c2ccccc2)c1OC	-76	-0.5	-9	-90	21	5	-124	-9	-2	/	19
COc1ccc(C2CC(c3cccs3)=NN2C(=O)CSc2nncn2C)cc1OC (configuration not stated)	14	0.1	-22	17	-4	4	1	5	-6	-3	-1
CC1(C)Oc2ccc3ccc(=O)oc3c2CC1O (configuration not stated)	10	-0.5	-8	-2	7	-2	2	-36	7	0	-66
CN1C(=O)C(=C2CCCCCC2)SC1=S	6	-1.2	-22	3	-8	1	11	-21	1	-3	-18
Cc1onc(-c2c(F)cccc2Cl)c1C(=O)OCC(=O)NC(=O)NCC(C)C	12	-0.7	0	19	5	-2	18	-15	-3	-2	1
CC1(C(=O)NS(=O)(=O)c2cccc(Cl)c2)CCN1C(=O)c1cccc(F)c1 (configuration not stated)	7	0.5	-23	/	0	14	-27	28	/	/	-16
COCCn1c(Cc2cccn2C)nnc1SCC(=O)Nc1nccs1	22	2.9	-20	11	-8	6	10	8	6	1	-4
CC(=O)Nc1ccc(/C=N/NC(=O)CC2CCCCC2)cc1	-26	-1.2	-12	/	7	-13	-9	0	/	/	-10
CCSc1nc2sc3c(c2c(=O)n1-c1ccccc1)CCN(C(C)C)C3	-1	-0.3	3	2	10	0	0	-3	-8	/	29
COC(=O)N/N=C1\CCCc2c(C)cc(C)cc21	-3	-0.2	10	-9	3	-15	-11	-25	1	3	7
CSc1ccc(CN2CCC(C)(Oc3ccc(-n4ccnc4)cc3)C2)cc1 (configuration not stated)	6	-2.1	7	/	13	-16	14	14	/	/	47
O=C(COC(=O)CCC(=O)Nc1nccs1)NCc1ccco1	12	-0.8	8	9	-14	-15	-12	-8	-5	-1	-8

Structures above marked active in Shn3 3UTR inh.
mol | HIF-2a inh | CF NFkB inh | TRPM1 prom inh | Peg3 promoter | NR2E3 ag-1 | EBV LMP1 NFkB | NR2E3 ag-2 | Shn3 3UTR inh
Cn1c(=O)n(C)c2cc([N+](=O)[O-])c(N3CCN(S(=O)(=O)c4ccc(C(C)(C)C)cc4)CC3)cc21 | -9 | -6 | -3 | -6 | -17 | 0 | 1 | 85*

Part of the list above, bar-delimited:
Structure | HIF-2a inh | iPSC survival up | CF NFkB inh | TRPM1 prom inh | TRAIL sens C8 | KKLEB cytotox | Peg3 promoter | NR2E3 ag-1 | EBV LMP1 NFkB | NR2E3 ag-2 | Shn3 3UTR inh
Cc1ccc(S(=O)c2ccc([N+](=O)[O-])c3nonc23)cc1 (configuration not stated) | 0 | -0.8 | -10 | / | 3 | -4 | 51* | -12 | 5 | / | 5
CC1(C)Oc2ccc3ccc(=O)oc3c2CC1O (configuration not stated) | 10 | -0.5 | -8 | -2 | 7 | -2 | 2 | -36 | 7 | 0 | -66

Going on with the list.
SMILES	HIF-2a inh	iPSC survival up	CF NFkB inh	TRPM1 prom inh	TRAIL sens C8	KKLEB cytotox	Peg3 promoter	NR2E3 ag-1	EBV LMP1 NFkB	NR2E3 ag-2	Shn3 3UTR inh
COc1ccc(-n2c(=O)c3ccccc3n(CC(=O)Nc3ccccc3OC)c2=O)cc1	-3	1.5	-2	-8	-2	0	7	-1	2	0	-3
COc1ccc(F)c(C2C(C#N)=C(N)Oc3n[nH]c(C(C)(C)C)c32)c1 (configuration not stated)	31	-1.6	-21	12	6	3	28	-8	-3	3	16
O=C(OCC(=O)N1CCCCCC1)c1cccs1	-158	-1.9	3	-35	11	-2	-163	-105	-7	3	-46
Fc1ccc(-c2cc(C(F)(F)F)nc(-n3cncn3)n2)cc1	-11	-1.0	-1	1	4	7	-18	-4	4	1	-15
COc1ccc(NC(=O)C2CCN(S(=O)(=O)c3c(C)noc3/C=C/N(C)C)CC2)cc1	-6	0.5	27	4	-2	-6	-7	-8	5	2	-12
CCN(CC)S(=O)(=O)c1cc(C(=O)O)c(Cl)cc1Cl	9	1.7	7	3	10	2	-9	-7	-6	-3	-30
O=C(/C=C/c1cccc(F)c1)N1CCc2ccccc21	-220	-3.3	-3	-53	64*	-18	-263	-187	-6	-2	-40
CCCn1c(C(O)c2ccc3c(c2)OCO3)nc2ccccc21 (configuration not stated)	6	2.4	-2	5	13	1	2	-13	8	6	-10
Cc1ccc(C)c(C(=O)C(C)OC(=O)c2cccn2C)c1 (configuration not stated)	14	1.7	-6	10	-2	0	10	7	5	1	6
COc1cc(OC)cc(-c2cc(N)n(S(=O)(=O)Cc3ccccc3)n2)c1	15	-1.5	20	/	-16	-4	20	4	-7	4	-12
CCOc1ccc(NC(=O)CN(C)S(=O)(=O)c2ccc3c(c2)CCC(=O)N3)cc1	3	0.1	3	-6	-2	10	14	19	-7	1	3
O=C(CSc1ncnc2ccccc12)Nc1cccc(S(=O)(=O)N2CCCC2)c1	14	0.9	19	-5	-16	-4	18	-9	25	0	5
CC(Oc1ccc(Cl)cc1Cl)c1nc(-c2ccc(NC(=O)c3ccco3)cc2)no1 (configuration not stated)	-221	-2.3	-27	-63	19	17	-174	-60	-2	4	-20
CCC(CC)C(=O)NCCc1cc2ccc(OC)cc2[nH]c1=O	10	4.1	7	2	-6	-11	21	-6	-1	1	-1
COc1ccc(N/C=C2/CCCCC2=O)cc1	-90	-1.5	-23	-48	-11	-20	-100	8	-2	0	-30
CC1CCCN(CC(O)CN2CCN(CC(O)CN3CCCC(C)C3)C(C)C2)C1 (configuration not stated)	13	0.6	2	4	-2	2	-18	-37	3	/	-2
O=C(COC(=O)CCc1c[nH]c(=O)[nH]1)Nc1ccccc1	8	3.7	-6	10	-40	2	-4	5	-2	7	6
C#CCOCCOCCOCCNc1nc(N2CCOCC2)nc(N2CCN(C(=O)Cn3cc(CCCN=C(N)N)nn3)CC2)n1	5	-0.5	9	2	-3	-31	22	-17	4	2	-10
O=C1N(Cc2cccc(Cl)c2)C[C@@H]2C[C@@H](c3cccn3-c3nccs3)N3CCC[C@@]123	8	-0.4	7	-6	19	-11	4	-5	4	2	31
O=C(Nc1ccccc1Cl)c1cc2ccccc2o/c1=N\O	-192	-0.9	-17	6	7	1	-220	-152	-64	0	-149
